PfHsp90 set2: reduces growth (ATP signal) of yeast expressing P. falciparum Hsp90 | S. cerevisiae expressing PfHsp90, BacTiter-Glo ATP, 48 h; yeast lacking PDR1 and PDR3 efflux regulators | inhibition, % at 9.4 µM | 310,000 compounds, 0.32% hits | AID 504621;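 active = every replicate shows inhibition above about 80%, whatever the replicate mean, limit read from the data; inconclusive = mean inhibition reaches the set limit but some replicate falls short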;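 also: 0% = DMSO neutral controls and 100% = 20 µM radicicol positive controls; yeast relying on Plasmodium falciparum Hsp90 in place of its own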
CAL PDZ FP-1: inhibitors of human CAL PDZ peptide binding | 330,000 compounds, 0.02% hits | purified CAL PDZ, TMR-peptide fluorescence polarization, 1 h | AID 504414 | inhibition, % at 20 µM;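 active = highest replicate inhibition of at least 40%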;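 also: plate controls were DMSO neutral control wells for no effect and unlabeled competitor peptide control wells for full effect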
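Material: tagged CAL PDZ domain; buffer or medium: 25 mM sodium phosphate pH 7.4, 150 mM NaCl, TCEP, IgG, Thesit; compound dosing: single point, 20 µM; schedule: 1 h incubation at room temperature before polarization reading; measured by: FP readout, S and P plane fluorescence; read-out basis: percent inhibition from loss of millipolarization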
PvdQ inh: blocks Pseudomonas aeruginosa PvdQ acylase activity. 340,000 compounds, 0.063% hits. inhibition, % at 10 µM. purified PvdQ acylase, fluorescence plate reader; in the data active = inhibition above about 30%, passing the limit was not always enough; inconclusive = no clear call, values can overlap the other calls;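 also: 0% = vehicle neutral wells and 100% = reference inhibitor wells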
SR-BI DiI inh: mouse SR-BI HDL lipid transfer inhibition; ldlA[mSR-BI] CHO cells, DiI-HDL uptake fluorescence, 3 h; inhibition, % at 12.5 µM; 320,000 compounds, 0.96% hits; AID 488896;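 active = mean replicate inhibition of at least 70% and a set share of replicates each scoring 70 or more; inconclusive = meets just one of the two criteria; inactive = fails both criteria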;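 also: 0% = median of neutral control wells and 100% = median of positive control wells; values of inactives mirror those of a sister screen read the other way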
SR-BI DiI-HDL act: enhances SR-BI lipid uptake from DiI-HDL; CHO ldlA[mSR-BI] cells, DiI-HDL uptake fluorescence, 3 h; 100 = double the neutral-control signal; 320,000 compounds, 0.096% hits; activation, % at 12.5 µM;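 active = mean replicate activation of at least 60% and every replicate at or above 60%; inconclusive = mean or all-replicate condition met, but not both; inactive = mean below 60% and not all replicates reaching 60%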;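 also: 0% = median plate neutral-control signal and 100% = twice that signal; values of inactives mirror those of a sister screen read the other way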
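Assay system: LDL receptor-deficient CHO ldlA cells overexpressing murine SR-BI / Medium: BSA-supplemented, HEPES-buffered Ham's F12, pH 7.4 / Probe or stimulus: DiI-labelled HDL at 10 µg/mL final / Timing: compound with DiI-HDL co-incubation, 3 h at 37 °C / Technique: bottom-read cell fluorescence after medium removal, ex 550/em 595 nm / Measure: HDL uptake via cellular fluorescence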
CAL PDZ FP-2: CAL PDZ (human) peptide binding inhibition | Q9HD26 | purified CAL PDZ, TMR-peptide fluorescence polarization, 1 h | inhibition, % at 24.9 µM | 300,000 compounds, 0.92% hits | AID 602252;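 active = mean inhibition of at least 30% with at least half of replicates also reaching 30%; inconclusive = no clear call, values can overlap the other calls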;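 also: 0% = DMSO neutral control and 100% = excess unlabeled competitor peptide PRC23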
NSD2 HMT inh: NSD2 (human) methyltransferase inhibition; 310,000 compounds, 0.54% hits; NSD2 peptide methylation, AlphaScreen, 120 min; inhibition, % at 12.5 µM; in the data active = inhibition above about 50%
Target sequence (O96028 whole entry, looked up): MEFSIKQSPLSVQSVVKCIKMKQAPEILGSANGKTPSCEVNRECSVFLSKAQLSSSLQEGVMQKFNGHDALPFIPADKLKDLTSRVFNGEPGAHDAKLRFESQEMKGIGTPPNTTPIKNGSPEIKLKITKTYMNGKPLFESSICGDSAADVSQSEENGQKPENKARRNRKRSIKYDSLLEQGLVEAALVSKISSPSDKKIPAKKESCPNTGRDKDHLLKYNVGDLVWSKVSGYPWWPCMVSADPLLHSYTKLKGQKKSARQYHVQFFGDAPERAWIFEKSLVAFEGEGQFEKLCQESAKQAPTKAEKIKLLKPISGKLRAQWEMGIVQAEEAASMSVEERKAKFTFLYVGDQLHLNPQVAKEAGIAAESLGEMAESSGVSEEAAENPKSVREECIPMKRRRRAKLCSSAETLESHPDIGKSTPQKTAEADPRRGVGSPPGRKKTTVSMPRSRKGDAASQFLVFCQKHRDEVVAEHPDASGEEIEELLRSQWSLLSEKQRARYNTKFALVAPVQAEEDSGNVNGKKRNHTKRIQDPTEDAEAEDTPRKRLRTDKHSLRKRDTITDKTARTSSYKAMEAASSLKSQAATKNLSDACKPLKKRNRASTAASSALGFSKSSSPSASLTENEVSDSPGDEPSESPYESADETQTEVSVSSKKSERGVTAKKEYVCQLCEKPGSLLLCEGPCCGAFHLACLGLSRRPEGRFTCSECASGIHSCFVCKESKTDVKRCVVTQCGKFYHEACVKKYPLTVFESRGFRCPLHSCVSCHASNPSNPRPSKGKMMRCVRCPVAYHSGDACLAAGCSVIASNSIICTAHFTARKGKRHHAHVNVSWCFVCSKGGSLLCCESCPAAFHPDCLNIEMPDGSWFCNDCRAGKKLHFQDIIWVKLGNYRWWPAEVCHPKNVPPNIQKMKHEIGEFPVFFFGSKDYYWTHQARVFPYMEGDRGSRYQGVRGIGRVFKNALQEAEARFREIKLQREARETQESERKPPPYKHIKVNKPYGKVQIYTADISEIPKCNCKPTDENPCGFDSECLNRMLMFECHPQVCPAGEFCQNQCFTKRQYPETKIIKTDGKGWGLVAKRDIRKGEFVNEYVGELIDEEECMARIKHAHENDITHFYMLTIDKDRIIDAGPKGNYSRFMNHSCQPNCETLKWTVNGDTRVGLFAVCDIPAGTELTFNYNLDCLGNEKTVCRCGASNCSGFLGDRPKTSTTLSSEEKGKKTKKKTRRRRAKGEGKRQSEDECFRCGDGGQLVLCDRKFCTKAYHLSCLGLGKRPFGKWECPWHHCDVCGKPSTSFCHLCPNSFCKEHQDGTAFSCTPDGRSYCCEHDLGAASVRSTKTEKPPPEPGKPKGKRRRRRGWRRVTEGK
MITF TRPM1 HTS: increases MITF-driven TRPM1 promoter luciferase signal | SK-MEL-5 TRPM1-promoter luciferase, 24 h; % of positive control, neutral wells = 0 | activation, % at 12.5 µM | 300,000 compounds, 0.75% hits;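 active = mean activation of at least 80% with every replicate also reaching 80%; inconclusive = mean reaches 80% but some replicate falls short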;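 also: 0% = neutral control wells and 100% = parthenolide positive control wells; values of inactives mirror those of a sister screen read the other way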
dFosB act: activators of mouse delta FosB homodimer. 340,000 compounds, 0.99% hits. P13346. purified delta FosB, TAMRA-CDK5 oligo fluorescence polarization; percent of positive-control signal above neutral wells. AID 493131. activation, % at 25 µM;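 active = mean activation above about 17%, with every replicate also reaching it, limit read from the data, passing the limit was not always enough; inconclusive = only one of the two conditions met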;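 also: fluorescence polarization rise as delta FosB binds a TAMRA Cdk5 AP-1 oligo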
Rtt109 Vps75: inhibitors of Candida albicans Rtt109/Vps75 histone acetyltransferase | Q5AAJ8 | purified Rtt109/Vps75, ThioGlo CoA-SH fluorescence, 4 h | inhibition, % at 34.9 µM | 330,000 compounds, 0.16% hits;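 active = inhibition of at least 50% in every replicate; inconclusive = best replicate reaches 50% inhibition but some replicates fall short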
The depositor's hits bear a star; ? = inconclusive; . = not tested or not shown; & = joins results of further samples.

structure,PfHsp90 set2,CAL PDZ FP-1,PvdQ inh,SR-BI DiI inh,SR-BI DiI-HDL act,CAL PDZ FP-2,NSD2 HMT inh,MITF TRPM1 HTS,dFosB act,Rtt109 Vps75
Cc1ccc(C)c2c(N)c3c(nc12)CCCCC3 (tested in a mixture with another compound),3,-1.3,8,3,-3,-2,0,-14,-6,.
COc1cc(F)ccc1S(=O)(=O)N1CCN(C23CC4CC(CC(C4)C2)C3)CC1,3,-2.6,-15,7,-7,5,1,.,-5,-1
N#C/C(=C\c1ccc(-c2ccc([N+](=O)[O-])cc2)o1)C(=O)Nc1nc(-c2cccs2)cs1,-16,-1.8,-14,.,.,-6,.,18,-5,-3
Cc1cccc(N2CCN(C(=O)c3c(Cl)cnn3C)CC2)c1C,1,0.1,0,0,0,-5,27,-10,-7,6
CCOc1ccc(N(C(=O)Nc2ccccc2)C2=NCCC2)cc1,7,-1.4,-10,7,-7,.,-1,-2,-5,2
Cc1ccc(/C=C2\SC(=S)N(CCCC(=O)Nc3cccc(C(=O)O)c3)C2=O)cc1,3,-1.8,4,-4,4,-5,7,0,-18,15
CN(C)C(=S)Nc1ccc(Br)c(Cl)c1,-8,0.7,-21,-7,7,-1,0,3,-7,-1
O=C(CC1C(=O)NCCN1Cc1ccc(Cl)c(F)c1)NC1CCCCC1 (stereo unspecified),-6,-3.1,-3,-14,14,2,2,-3,-4,13
CCCCCCOc1ccc(N2C(=O)CC(NCc3ccc(S(N)(=O)=O)cc3)C2=O)cc1 (stereo unspecified),-25,-1.0,-13,16,-16,5,0,1,-6,3
O=C(O)C1CCC(NSc2ccccc2[N+](=O)[O-])CC1 (stereo unspecified),8,-2.1,0,.,.,-1,0,-9,-3,.

(further entries)
structure,PfHsp90 set2,CAL PDZ FP-1,PvdQ inh,SR-BI DiI inh,SR-BI DiI-HDL act,CAL PDZ FP-2,NSD2 HMT inh,MITF TRPM1 HTS,dFosB act,Rtt109 Vps75
Cc1cc(C(=O)N2CCCC(C(=O)c3cccc(C(F)(F)F)c3)C2)n[nH]1 (stereo unspecified),-3,-2.8,7,-2,2,0,-1,-6,-6,25
COc1ccc(C(C(=O)NC2CCCC2)N(C(=O)c2snc(C(N)=O)c2N)c2cccc(O)c2)cc1 (stereo unspecified),8,-3.1,3,.,.,6,5,12,-4,.
O=C(NCc1ccc2c(c1)OCO2)C1CCCN(S(=O)(=O)c2cccc3cccnc23)C1 (stereo unspecified),7,-0.5,4,4,-4,.,.,-16,-13,13
O=[N+]([O-])c1cc(C(F)(F)F)cc([N+](=O)[O-])c1NCCNC(=S)Nc1ccc(Cl)c(Cl)c1,4,-0.2,-14,30,-30,.,4,.,6,-1
COc1ccc(CNCc2c(C(=O)N(C)C)nc3ccc(Cl)cn23)c(OC)c1,21,-1.0,-5,8,-8,-1,0,-10,-1,-2
O=C(CC1SC(=Nc2ccccc2)N(CCO)C1=O)Nc1ccccc1 (stereo unspecified),-9,-0.9,4,26,-26,11,1,1,-3,?
COc1cccc(NS(=O)(=O)c2cn(C)c(=O)n(C)c2=O)c1,13,0.4,16,-10,10,.,.,.,-1,10
O=C(COC(=O)[C@@H]1CCCN1S(=O)(=O)c1ccccc1F)Nc1ccc(OC(F)F)cc1,30,0.3,-9,0,0,-5,1,-7,-7,3
Fc1ccc(CSc2ccc(-c3ccco3)nn2)cc1,8,-3.0,2,-13,13,-4,2,55,4,33
CCOc1ccc(C(C)=O)cc1CC(C(N)=O)C(N)=O,8,-1.0,-8,-11,11,0,3,0,3,-6

Remaining list, next part:
structure,PfHsp90 set2,CAL PDZ FP-1,PvdQ inh,SR-BI DiI inh,SR-BI DiI-HDL act,CAL PDZ FP-2,NSD2 HMT inh,MITF TRPM1 HTS,dFosB act,Rtt109 Vps75
CC1(C(=O)O)CCC(C(=O)NCCc2ccccc2)C1(C)C (stereo unspecified),.,-1.4,-16,-6,6,-3,17,1,-2,-8
C/C(=N\OC(=O)C1CC1)C1CC1c1ccc(F)cc1 (stereo unspecified),-14,-1.1,2,-19,19,-3,-1,8,0,-8
Cc1ccc2cc(C#N)c(NCc3ccco3)nc2c1,-11,-3.8,-8,13,-13,0,0,.,-13,6
Cc1ccc(NC(=S)Nc2cc(-c3ccccc3)[nH]n2)cc1Cl,-27,-0.5,-13,48,-48,-6,.,2,-5,3
COC(=O)Cc1c(O)ccn(Cc2cccc(C(F)(F)F)c2)c1=O,0,-0.7,-2,-2,2,.,-1,4,-1,-14
C1=C(c2ccccc2)CCN(c2nc3ccccc3n3cnnc23)C1,-6,-1.9,0,12,-12,.,.,11,-13,-10
CCC(=O)NS(=O)(=O)c1cccnc1Nc1ccc(Cl)cc1,9,-0.3,-1,-44,44,-23,4,-2,3,4
Cc1cc([N+](=O)[O-])ccc1P(=O)(O)c1ccc([N+](=O)[O-])cc1C,20,0.0,-5,-22,22,3,6,-4,0,-2
O=C(O)c1cc2c(cc1NC(=O)c1c(F)cccc1Cl)OCCCO2,6,-3.8,7,-4,4,-2,1,-9,1,2
O=C(N/N=C/c1sc2ccccc2c1O)c1ccccc1,100*,-0.1,4,118*,-118,.,4,-27,10,19

Remaining list, next part.
structure,PfHsp90 set2,CAL PDZ FP-1,PvdQ inh,SR-BI DiI inh,SR-BI DiI-HDL act,CAL PDZ FP-2,NSD2 HMT inh,MITF TRPM1 HTS,dFosB act,Rtt109 Vps75
CCOc1ccc(C(=O)NCC(c2cccs2)N(C)C)cc1 (stereo unspecified),3,-2.1,-14,4,-4,-2,-2,17,-5,-9
COC(=O)c1ccccc1NC(=O)CSCC(=O)Nc1ccccc1OC,15,-1.4,-15,5,-5,-1,-1,3,-3,13
CCCOn1c(-n2nc(C)cc2C)nc2ccccc2c1=O,.,-3.3,-4,-10,10,-1,4,3,-3,3
CCOC(=O)C1(C(F)(F)F)N=C(N(C)C)OC(N(C)C)=N1,-9,0.6,7,-15,15,.,0,14,1,9
COc1cc2c(C#N)c(N3CCCC3)nc(N)c2c(N)n1,10&-8,1.6&-0.8,-21&-6,35,-35,1&-4,68*,-1&-14,-4&-15,-4&-21
CC(C)(C)C1(C)OC(C(=O)NC2CCCCC2)C(C(=O)NC2CCCCC2)O1 (stereo unspecified),-17,0.3,-3,30,-30,-2,0,6,-2,12
Cc1nnc(SCC(=O)N2CCC(c3noc4ccc(F)cc34)CC2)s1,.,0.0,-11,13,-13,-9,1,3,-7,1
CCOC(=O)CSC1=C(C#N)C(c2ccccc2C)C2=C(CCCC2=O)N1 (stereo unspecified),3,-3.6,-6,-15,15,-3,1,12,-11,-2
CCc1nnc(NS(=O)(=O)c2ccc(NC(=O)c3cccc(OC(F)(F)C(F)F)c3)cc2)s1,4,-1.5,-10,-9,9,.,3,.,-13,-7
CC(C)[C@H](NC(N)=O)C(=O)Nc1ccc(F)c(Cl)c1,.,-2.4,-25,5,-5,-1,7,-1,-7,6

The listing continues.
structure,PfHsp90 set2,CAL PDZ FP-1,PvdQ inh,SR-BI DiI inh,SR-BI DiI-HDL act,CAL PDZ FP-2,NSD2 HMT inh,MITF TRPM1 HTS,dFosB act,Rtt109 Vps75
Cc1ccccc1CN1CCC(Oc2ccc(C(=O)N3CCCC3)cc2)CC1,-8,-1.1,-14,30,-30,-3,9,-1,-8,6
Cc1ccnn1CC(=O)N/N=C/c1cn[nH]c1-c1ccccc1,-1,0.1,-3,-3,3,-6,-1,-13,4,-9
CC1=C(NCCc2ccccc2)CCC1=O,36,-0.6,-16,-28,28,.,1,.,4,10
CCOP(=O)(OCC)C(NC(=O)C(F)(F)F)c1ccccc1 (stereo unspecified),6,-0.9,-2,-39,39,-4,-1,-7,1,3
Cc1cccc(NC(=O)CCc2ccc(S(=O)(=O)NC3CCCCC3)cc2)c1,4,0.0,12,35,-35,-2,-3,-11,-3,13
COc1ccc(CC(=O)Oc2ccccc2C)cc1S(=O)(=O)N1CCOCC1,.,-0.1,-1,-17,17,1,.,16,3,-20
Cc1cccc(C)c1N=C1SC(CC(=O)Nc2c(C)cccc2C)C(=O)N1CCc1ccccn1 (stereo unspecified),-7,-1.3,3,-1,1,-2,-1,2,-2,-2
COc1ccc(C(=O)/C=C/Nc2cc(C)ccn2)cc1,-15,-1.7,-20,23,-23,.,0,.,-14,-10
CC(=O)c1ccc(N2CCN(C(=O)CCN3C(=S)NC(C)(C)CC3C)CC2)cc1 (stereo unspecified),22,6.4,-7,-8,8,-1,-2,2,5,-4
O=S(=O)(c1ccccc1)N1CCN(c2nc(-c3cccnc3)nc3ccccc23)CC1,-2,-0.7,5,-12,12,.,0,18,-8,-4

Remaining list, next part
structure,PfHsp90 set2,CAL PDZ FP-1,PvdQ inh,SR-BI DiI inh,SR-BI DiI-HDL act,CAL PDZ FP-2,NSD2 HMT inh,MITF TRPM1 HTS,dFosB act,Rtt109 Vps75
CCCOc1ccc(C(=O)OCC(=O)c2c(N)n(C)c(=O)n(C)c2=O)cc1OCC,-4,-1.2,9,58,-58,-4,0,3,-10,8
CCOC(=O)C1C(=O)C=C(c2ccc(Br)cc2)CC1c1ccco1 (stereo unspecified),.,.,2,48,-48,-3,1,.,-8,6
Cn1c(/C=N/NC(=O)c2ccccc2)nc2ccccc21,3,-2.8,-3,17,-17,-1,-4,35,-18,-4
CCOC(=O)/C(C#N)=C(C)/C=C1\Sc2ccccc2N1CC,-7,1.2,0,41,-41,-3,-2,58,-9,20
COc1cc(=O)[nH]c(SC(C)C(=O)Nc2nc3c(s2)CCCC3)n1 (stereo unspecified),-38,-0.3,-11,.,.,-2,8,.,-8,-12
O=C(Cn1cnc2c(cnn2-c2ccccc2)c1=O)N1CCN(c2ccc(F)cc2)CC1,9,.,-14,3,-3,-1,-4,-1,2,-1
COc1ccc(-c2nnc3ccc(SCC(=O)N4CCCCC4)nn23)cc1OC,-5,-0.9,-9,-7,7,.,.,3,0,5

Screening results from PubChem.

The order is random (roughly 4.3% active in at least one column).
